# Bcl-xL primary = inhibitors of human Bcl-xL. 320,000 compounds, 0.7% hits. inhibition, % at 10.9 µM. AID 2129. GST-Bcl-xL / FITC-Bim BH3 peptide fluorescence polarization. Q07817;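 active = inhibition above the mean of all tested compounds plus 3 SD, cutoff set per campaign, cut at about 30% in these data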;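 also: 0% = DMSO wells and 100% = unlabeled Bim-BH3 peptide competitor; inhibitors lower millipolarization by displacing the labeled peptide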
# Target sequence (Q07817 whole entry, looked up): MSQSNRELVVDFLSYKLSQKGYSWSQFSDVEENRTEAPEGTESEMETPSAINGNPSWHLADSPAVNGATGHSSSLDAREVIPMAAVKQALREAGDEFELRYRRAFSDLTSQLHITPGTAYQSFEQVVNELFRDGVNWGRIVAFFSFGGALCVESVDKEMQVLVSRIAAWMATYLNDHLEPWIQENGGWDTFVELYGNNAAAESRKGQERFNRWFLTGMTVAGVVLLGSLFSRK
# GRK2 aptamer HTS = inhibitors of human GRK2 displacing RNA aptamer; bead flow cytometry, FAM-aptamer displacement from GRK2; AID 488847; inhibition of aptamer binding, % at 10 µM; 330,000 compounds, 0.59% hits;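 active = inhibition of aptamer binding above 40%, roughly 3 SD of noise, on plates passing a quality check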;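 also: median bead fluorescence of bound FAM aptamer so fluorescent compounds give negative values; no value below 0 was filed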
# PME-1 inh = PME-1 (human) inhibition; 320,000 compounds, 0.53% hits; Q9Y570; recombinant PME-1, FP-Rh probe fluorescence polarization; inhibition, % at 5.9 µM;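 active = inhibition above the campaign mean of all compounds plus 3 SD, cut at about 26% in these data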;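 also: competitive labeling of PME-1 active site by serine hydrolase directed probe; 0% = PME-1 with DMSO and 100% = wells lacking PME-1 enzyme; inhibitors block probe labeling so polarization falls and inhibition rises; many of its hits are not listed in these tables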
# Target sequence (Q9Y570 whole entry, looked up): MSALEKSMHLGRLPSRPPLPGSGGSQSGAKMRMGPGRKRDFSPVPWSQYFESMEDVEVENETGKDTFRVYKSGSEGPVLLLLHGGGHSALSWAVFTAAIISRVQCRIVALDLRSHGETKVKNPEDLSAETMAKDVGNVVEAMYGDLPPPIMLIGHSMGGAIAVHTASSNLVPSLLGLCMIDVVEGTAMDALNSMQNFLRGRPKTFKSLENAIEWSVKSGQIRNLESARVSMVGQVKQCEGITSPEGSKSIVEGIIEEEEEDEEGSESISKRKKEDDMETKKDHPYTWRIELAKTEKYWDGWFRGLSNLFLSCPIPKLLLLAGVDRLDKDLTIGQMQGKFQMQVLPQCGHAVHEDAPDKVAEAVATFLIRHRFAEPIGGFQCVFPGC
# Fam108B inh = Fam108B inhibition, counter-screen for RBBP9 inhibitors; recombinant Fam108B, FP-Rh probe fluorescence polarization; inhibition, % at 9.51 µM; 300,000 compounds, 0.33% hits; AID 1947;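 active = inhibition above the screen mean inhibition plus 3 SD, computed separately per campaign, cut at about 18% in these data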;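 also: inhibitors lower polarization as less probe binds the enzyme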
# Efflux pump mplx = antifungal efflux pump inhibition, Nile Red retention; S. cerevisiae Candida pump triplex; 330,000 compounds, 0.44% hits; inhibition, % at 10 µM;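 active = plate passing quality check with inhibition over a set limit, or well fluorescence over plate mean plus 4 SD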;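 also: Nile Red retained in pooled yeast measured as flow cytometry median fluorescence; 0% = buffer negative control and 100% = Enniatin B positive control; higher means more Nile Red kept so more efflux inhibition; some compounds called inactive have numbers as strong as hits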
# MCL1-BIM inh = inhibitors of human MCL1 binding to BIM-BH3 peptide | Q07820 | GST-MCL1 / FITC-Bim-BH3 fluorescence polarization | inhibition, % at 10.9 µM | 320,000 compounds, 0.68% hits;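 active = inhibition above the mean inhibition of all tested compounds plus 3 SD, set per campaign, cut at about 40% in these data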;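 also: 0% = DMSO wells and 100% = unlabeled Bim-BH3 peptide control; higher means more loss of mP so more displacement of Bim peptide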
# MEX-5 binding = C. elegans MEX-5 TCR-2 RNA binding activity; MEX-5/FITC-TCR2 RNA binding, fluorescence polarization; active compounds read low; activity score (negative = inhibition of binding), % at 10 µM; 300,000 compounds, 0.38% hits;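 active = inhibition past about -25% in most replicates, and total fluorescence under double the plate's negative control median, limit read from the data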;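 also: 0% = DMSO and -100% = 5 µM competing unlabeled TCR2 RNA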
# VLA-4 inh = inhibition in a human VLA-4 binding assay | P13612 | VLA-4 expressing cells, ligand binding flow cytometry | inhibition, % (about 7 µM as worked out from the volumes in the protocol) | 330,000 compounds, 0.2% hits; in the data active = inhibition above about 50%
# GLD-1 TGE inh = GLD-1-TGE RNA interaction inhibition (C. elegans). Q17339. purified GLD-1 + fluorescein TGE RNA, fluorescence polarization. inhibition, % at 5.96 µM. 320,000 compounds, 0.44% hits. AID 2280;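 active = percent inhibition above a per-plate cutoff, the plate mean of test compounds plus 3 SD, cut at about 30% in these data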;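 also: 0% = DMSO wells with GLD-1 and probe and 100% = wells lacking GLD-1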
# Target sequence (Q17339 whole entry, looked up): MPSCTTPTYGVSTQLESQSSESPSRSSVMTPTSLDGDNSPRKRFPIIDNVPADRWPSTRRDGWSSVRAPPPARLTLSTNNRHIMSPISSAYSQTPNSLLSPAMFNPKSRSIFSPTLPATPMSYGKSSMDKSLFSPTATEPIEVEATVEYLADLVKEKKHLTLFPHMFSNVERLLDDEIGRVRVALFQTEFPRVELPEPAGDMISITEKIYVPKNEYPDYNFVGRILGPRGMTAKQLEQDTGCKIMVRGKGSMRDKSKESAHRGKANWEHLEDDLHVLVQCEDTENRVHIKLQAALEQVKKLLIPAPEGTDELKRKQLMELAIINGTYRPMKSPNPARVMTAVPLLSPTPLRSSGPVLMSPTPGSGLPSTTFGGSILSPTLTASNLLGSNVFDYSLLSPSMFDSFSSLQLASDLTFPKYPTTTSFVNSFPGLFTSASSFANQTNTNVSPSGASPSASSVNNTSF
# Active calls of the source: *; nt = not tested or not shown. Some of the compounds tested (hit frequency here may not be typical).
SMILES,Bcl-xL primary,GRK2 aptamer HTS,PME-1 inh,Fam108B inh,Efflux pump mplx,MCL1-BIM inh,MEX-5 binding,VLA-4 inh,GLD-1 TGE inh
CCOC(=O)c1c(C)oc2c1c(C=NCCC(=O)O)c(O)c1ccccc12,22,0,12,2,0.1,18,-9.3,-4,-2
O=C(Nc1cccc(/C=C/c2ccccn2)c1)c1cc(Cl)ccn1,2,0,-3,-4,0.1,-9,-3.5,-3,0
O=C(NCc1ccc(F)cc1)C(=O)NCC1OCCN1S(=O)(=O)c1cccs1 (stereo not given),5,0,-2,3,-0.1,0,1.8,1,6
CC(=O)c1sc(NC(=O)CSCc2c(C)noc2C)nc1-c1ccccc1,-1,3,6,nt,-0.1,0,nt,25,-1
Cc1cc(C)nc(N/N=C/c2cn[nH]c2-c2ccc(F)cc2)n1,4,3,2,-5,-0.2,4,1.4,16,6
COCCCNC(=O)Cn1ncc2c(=O)oc3ccccc3c21,-4,0,5,-1,0.1,-2,-0.8,0,1
CCC(COC(C)=O)Nc1nc2c([nH]1)c(=O)n(C)c(=O)n2C (stereo not given),-2,3,2,2,0.0,0,-3.4,12,8
CCCCN(C(=O)/C=C/c1ccco1)c1c(N)n(Cc2ccccc2)c(=O)[nH]c1=O,0,4,1,0,0.0,-9,nt,0,9
O=C(O)/C(=C\c1ccccc1Cl)c1ccc(S(=O)(=O)N2CCCCC2)s1,-1,5,4,-4,0.1,5,0.7,12,-2
Cc1noc(C)c1C(=O)OCC(=O)Nc1ccccc1C(=O)NC(C)c1ccccc1 (stereo not given),3,0,5,-4,0.1,2,0.3,2,2
O=C(N/N=C/c1ccc(OC(=O)c2ccco2)cc1)c1ccccn1,0,0,-1,-1,0.0,3,-3.2,13,1
COc1ccccc1C1C(C(=O)c2ccco2)=C(O)C(=O)N1c1cc(C)on1 (stereo not given),4,2,-1,-1,0.0,-3,-3.2,3,7
O=C(c1ccc(S(=O)(=O)N2CCOCC2)cc1)N1CCN(c2cccc(Cl)c2)CC1,1,0,6,0,0.0,-2,-3.8,7,6
COc1ccc(C2=NCC(CSc3nnc(-c4ccc5c(c4)OCO5)o3)S2)cc1 (stereo not given),-9,0,-10,-1,0.1,4,-0.6,-1,2
O=C(NNC(=S)NCCCN1CCOCC1)c1ccncc1,2,0,2,-3,-0.1,2,-7.2,-1,-5
COC(=O)c1sc2nc[nH]c(=O)c2c1C,9,4,-5,3,0.0,2,-2.4,4,-1
Cc1ccc(C)c(C(=O)N(C)CC(=O)Nc2ccccc2C(F)(F)F)c1,5,0,10,0,-0.1,4,-1.5,5,-3
CCC(Oc1ccc(C)c(C)c1)C(=O)N1CCCN(C)CC1 (stereo not given),2,0,-10,0,-0.3,-7,1.4,17,2
COc1cc(/C=C2\SC(c3ccc(C)cc3)=NC2=O)ccc1O,-50,0,-5,4,0.0,-98,2.7,-35,-20
O=C(NCc1ccccc1Br)c1cccc2c1C(=O)c1ccc(N3CCC(Cc4ccccc4)CC3)cc1S2(=O)=O,nt,2,nt,nt,0.8,nt,nt,-330,157*
O=C(/C=C1\SC(=O)N(CC(=O)Nc2ccc(Cl)cc2)C1=O)Nc1ccc(F)cc1,1,0,-6,1,-0.1,2,2.8,0,0
N#Cc1nc(COc2ccccc2F)oc1N1CCCCCC1,4,0,-2,1,0.1,1,nt,7,4
CCCc1nc(NCc2ccc3c(c2)OCO3)c2nnn(Cc3ccccc3Cl)c2n1,6,0,-2,-1,0.0,9,0.7,-6,10
CCN(CC)c1ccc(/C=C(\C#N)C(N)=S)cc1,-42,9,2,-2,0.1,-83,7.7,-22,-131
O=C(CCc1nnc(CCCCc2ccccc2)o1)NC1CCCC1,9,1,-1,-2,0.0,-4,-0.2,3,-7

# Additional structures.
SMILES,Bcl-xL primary,GRK2 aptamer HTS,PME-1 inh,Fam108B inh,Efflux pump mplx,MCL1-BIM inh,MEX-5 binding,VLA-4 inh,GLD-1 TGE inh
COC(=O)c1ccc(CN2CCCC(CO)(Cc3ccc(F)cc3F)C2)cc1 (stereo not given),-1,0,-5,1,0.1,0,9.9,11,2
CCOc1ccc(NC(=O)CSCc2cnn(-c3ccccc3)c2-n2cccc2)cc1,-4,0,-2,-3,0.2,-5,1.4,7,0
C=C(C(=O)O)C(CCCCCC)C(=O)O (stereo not given),10,1,7,-1,0.2,9,-2.9,-4,11
COc1ccccc1C(=O)Nc1nnc(SCC(=O)Nc2ccc3c(c2)oc2ccccc23)s1,-4,0,-37,-3,0.4,-10,1.6,2,-6
CC(=O)c1ccc(OCC(=O)NC(=O)NC2CCCCC2)cc1,4,0,-2,3,0.1,-1,-1.2,-6,11
O=C(NCc1nnc(SCc2ccccc2)n1-c1ccc(F)cc1)C12CC3CC(CC(C3)C1)C2,2,0,7,1,0.4,-1,-4.8,-2,5
Cc1cc(=O)oc2cc(OCC(=O)N3CCc4ccccc4C3)ccc12,5,2,-6,0,0.0,0,-0.6,-4,5
CCC(NC(=O)Nc1ccc(O)cc1)(C(F)(F)F)C(F)(F)F,10,4,3,1,-0.1,14,nt,17,11
COc1ccc(C(C)=O)cc1CSc1nc2cc(C(=O)O)ccc2c(=O)n1Cc1ccccc1,2,1,0,-10,5.8*,5,-2.9,2,-2
CCC(C)[C@H](NC(=O)CCn1nnc2ccccc2c1=O)C(=O)O (stereo not given in full),8,3,1,0,0.0,9,3.2,19,-4
Cc1ccccc1-n1ncc2c1CC(C)(C)CC2NC(=O)CN1CCCC1=O (stereo not given),4,0,6,1,0.2,5,0.0,-1,-2
CCN(CC)N=Nc1ccc(S(N)(=O)=O)cc1,4,3,-2,-4,0.0,3,3.0,25,6
COc1cccc(NC(=O)CN2C(=O)NC3(CCCc4ccccc43)C2=O)c1 (stereo not given),-10,0,5,nt,0.0,-15,nt,15,2
COc1ccc(-n2c(C)c(C)c3c(NCCCN(C)C)ncnc32)cc1,7,0,-2,1,0.3,7,0.6,5,-13
COc1cc(CC(NC(C)=O)C(=O)NC2CCN(C(=O)c3ccc(C)cc3)CC2)cc(OC)c1 (stereo not given),-1,0,-3,0,0.1,4,-2.7,10,-5
Cc1ccccc1C(=O)NNC(=O)CN1C(=O)c2ccccc2C1=O,-8,0,4,2,0.0,-5,0.4,12,1
O=S(=O)(Nc1ccccc1)c1ccc(Oc2ncc(C(F)(F)F)cc2Cl)cc1,0,3,-13,-7,0.0,1,2.0,0,7
CCc1nnc(NC(=O)CCC(=O)Nc2ccc(Cl)cc2)s1,1,0,-1,1,-0.3,-4,0.9,4,5
CCCOP(=O)(c1ccccc1)c1ccccc1,-5,0,8,0,0.5,0,-2.4,-6,-2
C/C(=N/NC(=O)C1CC1(c1ccccc1)c1ccccc1)c1ccco1 (stereo not given),2,0,0,0,0.0,6,0.3,14,1
O=C(NCCS(=O)(=O)N1CCN(c2ccc(F)cc2)CC1)c1ccco1,4,1,4,-3,-0.1,3,2.6,20,1
Cc1cc(NC(=O)C(Cl)c2ccccc2)no1 (stereo not given),4,2,8,0,0.1,-5,0.1,-4,-6
COc1ccc(C(=O)NC(=S)NNC(=O)c2ccc(NC(=O)C(C)C)cc2)cc1,5,1,0,7,0.5,10,2.0,9,15
COc1ccc(OC)c(NC(=O)c2nc(S(=O)(=O)Cc3ccccc3)ncc2Cl)c1,8,2,-9,0,-0.1,30,-2.1,27,0
Cc1cc(C)n(CCSCC(=O)O)n1,-1,1,-2,5,-0.1,-2,1.1,15,0

# (further entries)
SMILES,Bcl-xL primary,GRK2 aptamer HTS,PME-1 inh,Fam108B inh,Efflux pump mplx,MCL1-BIM inh,MEX-5 binding,VLA-4 inh,GLD-1 TGE inh
Cc1ccc2c(c1)sc1ncc(NC(=O)c3ccc(F)cc3)c(=O)n12,12,1,-3,3,0.0,1,0.5,3,-3
COc1ccc(-c2[nH]ncc2CNCC(C)(C)N2CCOCC2)cc1F,3,0,2,5,0.0,5,-0.5,9,4
O=C(Nc1ccccc1Br)C1CCN(S(=O)(=O)c2cccs2)CC1,nt,0,nt,nt,-0.2,nt,nt,-2,2
Nc1c(C(=O)Nc2ccccc2)c2nc3ccccc3nc2n1-c1ccc(O)cc1,15,0,9,0,0.1,5,-1.3,11,7
CCCn1nnc(NC(=O)c2ccco2)n1,0,4,1,4,0.0,-4,0.4,16,3
CC(C)(C)c1ccc(S(=O)(=O)N2CCSC2)cc1,3,0,0,8,-0.1,4,0.9,22,2
CCN(CC)S(=O)(=O)c1cc(C(=O)N=c2sccn2C)ccc1OC,1,0,4,2,-0.3,-8,2.5,11,6
CCOc1ccc(CNC(=O)c2cccc(NC(=O)C3=C(C)OCCS3)c2)cc1,-1,0,-10,2,0.0,5,3.0,7,12
CC(=O)Nc1ccc(S(=O)(=O)N2CCCC(C(=O)O)C2)cc1 (stereo not given),3,4,-12,-2,-0.1,5,0.1,-9,-3
O=C(NCCc1nnc2ccc(NCCCN3CCOCC3)nn12)c1ccccc1,0,0,3,4,-0.1,5,2.3,-3,0
COc1ccccc1-n1c(=O)c2c3c(sc2n2c(SC(C)C)nnc12)CCC3,-3,0,5,4,0.0,-5,0.0,-3,-6
COc1cc(/C=N/NC(=O)c2ccc(COc3ccccc3Cl)o2)cc(Br)c1O,-44,0,15,6,-0.1,-32,3.3,14,4
CNCCCC1c2ccccc2C=Cc2ccccc21,3,2,-7,-1,0.5,0,-1.1,8,-1
O=C(CN1C(=O)NC(CCc2ccccc2)C1=O)NC1CC1 (stereo not given),3,0,-1,1,0.1,5,1.3,0,-3
CC1C/C(=N/NC(=O)c2cccc(F)c2)c2ccc(O)cc2C1 (stereo not given),0,0,15,5,0.1,4,2.7,10,1
COc1ccc(S(=O)(=O)N2CCN(CC(O)COc3ccc(C#N)cc3)CC2)cc1OC (stereo not given),-2,2,2,-3,-0.1,3,0.0,1,1
O=C(C[n+]1cccc(/C=N/O)c1)N1CCCCCC1,6,0,8,3,0.1,11,0.6,6,1
O=C(/C=C/Nc1ccccc1C(F)(F)F)c1ccco1,1,0,-3,-5,0.0,-5,2.2,12,-1
O=C(c1ccc(OC2CCN(CCc3ccccc3)CC2)cc1)N1CCC(CO)CC1,4,1,-5,-1,-0.1,9,-2.1,3,1
COC(=O)C1C(c2ccc(N(C)C)cc2)C(C(=O)OC)S(=O)(=O)CS1(=O)=O (stereo not given),4,1,7,5,0.2,15,0.2,3,6
CN(C1CCCC1)C1CCN(C(=S)Nc2cc(F)cc(F)c2)CC1,4,0,-8,-7,0.1,4,0.4,10,10
COc1ccc(CSc2nnc(-c3ccncc3)n2N)cc1,-1,2,-2,0,0.1,0,4.5,-5,4
CCCCn1c(N)c(N(CCC(C)C)C(=O)CC2CCCC2)c(=O)[nH]c1=O,0,0,-3,-1,0.3,2,-1.9,8,-7
COCCOc1cc(N2C(=O)CSCC2=O)c(Cl)cc1Cl,-6,2,0,7,0.0,-5,-2.9,-3,-1
CCN(CCCNC(=O)c1c(C)cc(=O)oc1C)c1cccc(C)c1,5,0,10,1,0.0,3,1.0,8,0
O=C(/C(=N\Nc1ccccc1)Sc1nnnn1-c1ccccc1)c1ccccc1,5,2,-5,3,0.3,8,-0.9,-9,-9
CC(=O)Oc1ccccc1C(=O)N1CCN(S(=O)(=O)c2ccc3ccccc3c2)CC1,6,12,-1,1,-0.1,3,0.6,5,-2

# Single entries from the list.
# `CC(=O)Oc1ccccc1C(=O)N1CCN(S(=O)(=O)c2ccc3ccccc3c2)CC1` | GRK2 aptamer HTS: 12
# `COc1cc(/C=N/NC(=O)c2ccc(COc3ccccc3Cl)o2)cc(Br)c1O` | VLA-4 inh: 14

# Bioassay records from PubChem.
